Cav32 inh – human Cav3.2 channel inhibition, primary screen. Cav3.2-expressing cells, Fluo-4 calcium fluorescence FDSS; hits give low values. B-score at 10 µM. hit rate 4% among 100,000. AID 449739. O95180;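 active = single-dose well whose peak fluorescence ratio is a statistical outlier from its plate by either plate-standardised score or position-corrected B-score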
The depositor's hits bear a star. The list is partial; the hit share may differ from the screen's.

SMILES	Cav32 inh
O=C(NCCCn1ccnc1)Nc1cccc(Cl)c1	0.24
O=C1c2ccc3c4c(ccc(c24)C(=O)N1NC(=O)C(F)(F)F)CC3	0.59
O=C(Nc1cc(C(F)(F)F)ccc1-n1cncn1)c1ccc(-c2ccccc2)cc1	0.19
CC(C)Cc1cc(C(=O)Nc2cccnc2)no1	0.74
CC1CCc2nc(NC(=O)CN3CCN(c4ccc(F)cc4)CC3)sc2C1 (stereo not given)	-5*
O=C1CN(C(=O)c2ccc(Br)o2)C(c2ccc(F)cc2)c2cc(Cl)ccc2N1 (stereo not given)	-6.8*
CCN(CC)CCNC(=O)CS(=O)Cc1nc(-c2ccc(C)cc2)oc1C (stereo not given)	-0.095
Cc1cccc(C(=O)Nc2cccc(C(=O)N3CCOCC3)c2)c1	-0.052
C=CCOC(=O)C1=C(C)Nc2nnnn2C1c1cc(OC)ccc1OC (stereo not given)	-0.21
CC(=O)C1=C(O)CCC1=NCCc1ccccc1	0.23
O=C(Nc1ccc(NC(=O)C2CCCCC2)nc1)c1ccco1	0.3
O=C(NCc1ccco1)c1ccc(Cn2c(=O)c3sccc3n(Cc3ccc(F)cc3)c2=O)cc1	-3.4*
CCC(Sc1nncn1C)C(=O)Nc1ccccc1OC (stereo not given)	-0.0083
CCC1CCCCN1C(=O)Cn1c(C(=O)OC)cc2sc(Cl)cc21 (stereo not given)	-2.4
Cn1c(NCC2CCCO2)nc2c1c(=O)n(Cc1ccccc1)c(=O)n2C (stereo not given)	1
O=C(Nc1ccccc1Cl)c1cc(S(=O)(=O)N2CCOCC2)cs1	0.02
NC(=O)c1cnn2c(C(F)(F)F)cc(-c3ccc(F)cc3)nc12	0.37
CCc1nc2sc(C#N)c(N)c2c2c1CCCC2	-0.51
Cn1c(C(=O)N2CCCC(C(=O)O)C2)cc2sccc21 (stereo not given)	0.98
CCOC(=O)C1Nc2c(F)cc(C)cc2C2c3ccccc3CC12 (stereo not given)	0.2
CCn1c(COc2ccc(C)cc2)nnc1SCc1ccc(C#N)cc1	-1.1
Cc1ccc(C(=O)CSc2nnc(-c3c[nH]c4ccccc34)o2)cc1	1.2
Cc1cc(NC(=O)COc2ccc(Cl)cc2Cl)n(CCC#N)n1	1.2
Cc1cc(NCc2ccco2)n2c(nc3ccccc32)c1C#N	1.2
C=CCOc1c2ccc(C(=O)NCc3ccc(OC)cc3)cc2nn1C	0.9
COc1cc(S(=O)(=O)N2CCCC3(CCCCC3)C2)ccc1-n1cnnn1	-2.2
COc1ccc(-c2nc(-c3ccc(NC(=O)c4ccncc4)cc3)no2)cc1OC	0.28
CN(C)CCOC(=O)C1(c2ccccc2)CCCC1	-0.0077
CCOC(=O)c1ccc(S(=O)(=O)N2CCN(CC(=O)NC(=O)NC(C)(C)C)CC2)cc1	-0.13
CCOc1cc(N2CCOCC2)c(OCC)cc1NC(=O)CN1C(=O)NC2(CCc3ccccc32)C1=O (stereo not given)	0.077
O=C(NC1CC1)c1scc2c1OCCO2	-0.11
O=C(CSc1nnc(-c2ccc(O)cc2)o1)Nc1ccc2c(c1)OCCO2	-0.036
Cc1ccc(-n2c(-c3ccco3)nc3c(cnn3-c3ccccc3C)c2=O)cc1	0.52
C=CCN(CC=C)C(=O)c1ccncc1	-0.45
CCOC(=O)N1CCC(N2C(=O)c3ccc(C(=O)Nc4ccc(F)cc4F)cc3C2=O)CC1	0.025
O=C1CC(SCCc2nc3ccccc3[nH]2)C(=O)N1c1ccc(F)cc1 (stereo not given)	-2.5
CCOCC(=O)Nc1nnc(C)s1	0.23
NS(=O)(=O)c1ccc(NC(=S)NCc2ccc(Cl)cc2)cc1	-1.2
COc1cc(C2C(C#N)=C(N)Oc3cc(O)ccc32)cc2c1OCO2 (stereo not given)	-3.7
O=C(NC1CCCC1)c1ccc(CSCc2ccccc2F)o1	-2.5
CCCS(=O)(=O)N1CCCC(C(=O)NCc2cccnc2)C1 (stereo not given)	-1.2
CC(C)c1cc(C(N)=O)c(NC(=O)C2CCC2)s1	0.27
CCOc1ccc(C2/C(=C(\O)c3ccc(OC)c(OC)c3)C(=O)C(=O)N2c2cc(C)on2)cc1OC (stereo not given)	-0.072
O=C(c1ccco1)N1CCN(c2ncccn2)CC1	0.42
Cn1cc(CC(=O)NCCCN2CCCC2=O)c2ccccc21	0.81
CCC(C)(C)NC(=O)C(c1ccccc1)N(Cc1cccnc1)C(=O)c1csnn1 (stereo not given)	1.4
CCCn1cc(S(=O)(=O)CC(=O)Nc2ccc(OC)cc2OC)c2ccccc21	1.2
COc1ccc(OC)c(-c2cc(C(=O)Nc3c(C)nn(Cc4ccccc4Cl)c3C)no2)c1	-1.9
CN(Cc1ccccc1)C(=O)COc1ccccc1	0.26
CCOC(=O)CC1=C(C(=O)OCC)C(c2ccc(OC)c(OC)c2)C(C#N)=C(N)O1 (stereo not given)	0.85
(continued)
SMILES	Cav32 inh
CCOC(=O)c1c(C)oc2ccc(OCC(=O)C(C)(C)C)cc12	-1.7
COc1ccc(NC(=O)Nc2ccc(C)cc2OC(F)F)cc1OC	-0.14
Nc1cc(C(=O)c2cccs2)ccc1Cl	-0.014
CCCOC(=O)Nc1nc2ccccc2o1	0.16
COC(=O)CN(C#N)c1nc(NC(C)C)nc(OC)n1	0.53
CC(C)C1Oc2ccccc2N(CC(=O)N(Cc2ccncc2)Cc2ccco2)C1=O (stereo not given)	-0.79
CCOC(=O)c1c(NC(=O)c2ccc(S(=O)(=O)N3CCOCC3)cc2)sc2c1CCN(C)C2	0.4
CC1CCCC(NC(=O)COC(=O)c2c[nH]c(=O)[nH]c2=O)C1C (stereo not given)	-0.61
Cc1ccc(S(=O)(=O)NC2=NCCC2)cc1	1.2
Cc1ccc(-c2nnn(CC(=O)N(CC(=O)NC3CCCCC3)c3cnc4ccccc4c3)n2)o1	-4.4*
CC1(C)Cc2nc3sc4c(=O)n(CC(=O)NCc5ccco5)cnc4c3cc2CO1	-0.24
COc1ccccc1NC(=O)CN1CCN(CC(=O)Nc2ccc3c(c2)OCCO3)CC1	1.2
O=C(O)C1CC(O)CN1S(=O)(=O)c1cccs1 (stereo not given)	-0.046
CCN(c1cccc(C)c1)S(=O)(=O)c1ccc2[nH]c(=O)c(=O)[nH]c2c1	-0.27
CN1CCn2c1nc(N1CCOCC1)nc2=O	-0.23
CCN1CCCC(OC(=O)Nc2ccccc2)C1 (stereo not given)	1.1
Cc1ccc(-n2c(C)cc(/C=N/Nc3ccc([N+](=O)[O-])cn3)c2C)c(C)c1	-3.2
CCOC(=O)C1CCN(C(=O)CCc2c(C)nc3ncnn3c2C)CC1	0.65
CCOC(=O)N1CCN(S(=O)(=O)c2cccc3cccnc23)CC1	1.9
Cc1ccc2c(c1)c1ncn(CCC3=CCCCC3)c(=O)c1n2C	-1

A section from the list above, as a working copy:
SMILES	Cav32 inh
CCOC(=O)c1c(C)oc2ccc(OCC(=O)C(C)(C)C)cc12	-1.7
COc1ccc(NC(=O)Nc2ccc(C)cc2OC(F)F)cc1OC	-0.14
Nc1cc(C(=O)c2cccs2)ccc1Cl	-0.014
CCCOC(=O)Nc1nc2ccccc2o1	0.16
COC(=O)CN(C#N)c1nc(NC(C)C)nc(OC)n1	0.53
CC(C)C1Oc2ccccc2N(CC(=O)N(Cc2ccncc2)Cc2ccco2)C1=O (stereo not given)	-0.79
CCOC(=O)c1c(NC(=O)c2ccc(S(=O)(=O)N3CCOCC3)cc2)sc2c1CCN(C)C2	0.4
CC1CCCC(NC(=O)COC(=O)c2c[nH]c(=O)[nH]c2=O)C1C (stereo not given)	-0.61
Cc1ccc(S(=O)(=O)NC2=NCCC2)cc1	1.2
Cc1ccc(-c2nnn(CC(=O)N(CC(=O)NC3CCCCC3)c3cnc4ccccc4c3)n2)o1	-4.4*
CC1(C)Cc2nc3sc4c(=O)n(CC(=O)NCc5ccco5)cnc4c3cc2CO1	-0.24
COc1ccccc1NC(=O)CN1CCN(CC(=O)Nc2ccc3c(c2)OCCO3)CC1	1.2
O=C(O)C1CC(O)CN1S(=O)(=O)c1cccs1 (stereo not given)	-0.046
CCN(c1cccc(C)c1)S(=O)(=O)c1ccc2[nH]c(=O)c(=O)[nH]c2c1	-0.27
CN1CCn2c1nc(N1CCOCC1)nc2=O	-0.23
CCN1CCCC(OC(=O)Nc2ccccc2)C1 (stereo not given)	1.1
Cc1ccc(-n2c(C)cc(/C=N/Nc3ccc([N+](=O)[O-])cn3)c2C)c(C)c1	-3.2
CCOC(=O)C1CCN(C(=O)CCc2c(C)nc3ncnn3c2C)CC1	0.65
CCOC(=O)N1CCN(S(=O)(=O)c2cccc3cccnc23)CC1	1.9
Cc1ccc2c(c1)c1ncn(CCC3=CCCCC3)c(=O)c1n2C	-1

More records follow:
SMILES	Cav32 inh
CCCCCC1CCC(C(=O)O)CC1 (stereo not given)	-0.88
CCCNC(=O)Cc1c(O)c2ccccc2[nH]c1=O	0.21
COC(=O)c1cc(C#N)c(Oc2ccccc2OC)nc1C	0.093
COc1ccc(NC(=O)C(F)(F)F)cc1OC	0.061
Cc1ccc(S(=O)(=O)N(CC(=O)N2CCC(C)CC2)Cc2ccccc2F)cc1	-2.5
COc1ccc(-c2cc(C(F)(F)F)c(C#N)c(SCC(=O)Nc3ccccc3C#N)n2)cc1	0.17
O=C(c1cc(C2CC2)nc2ccc(Br)cc12)N1N=C(C(F)F)CC1(O)C(F)F (stereo not given)	-7.5*
Cc1cc(N2CCCC(C(=O)Nc3ccc4c(c3)CCC4)C2)n2ncnc2n1 (stereo not given)	0.94
CC1CCN(C(=O)CSc2nnc(-c3cccnc3)n2C2CCCCC2)CC1	-1.1
Cc1ccc(OCC(=O)NN=C2c3ccccc3-c3ccccc32)cc1	-0.04
CCOC(=O)c1ccccc1NC(=O)CSc1nc2ccccc2o1	-1.3
COc1cc(OC)nc(NC(=O)CSc2nc3ccccc3[nH]2)n1	-0.034
Nc1ccc(N2CCCCCC2)cc1	0.71
CCOC(=O)c1ccccc1NC(=O)Cn1cnc2c(cnn2-c2ccc(F)cc2)c1=O	-0.045
Cc1oc(-c2ccccc2)nc1CS(=O)CC(=O)O (stereo not given)	-0.42
O=C(CCc1ccccc1)Nc1ccc2c(c1)OCCO2	0.17
CC(=O)Nc1cc(C(=O)c2ccccc2)ccc1N1CCOCC1	-0.43
CCOC(=O)Cc1csc(NC(NC(=O)OCC)(C(F)(F)F)C(F)(F)F)n1	0.26
COC(=O)c1cccc(OC(N)=O)c1	0.66
Cc1ccc(-c2c3c(=O)n(C)c(=O)n(C)c3cn2-c2ccccc2O)cc1	-0.038
CC1(C)CC(=O)C2=C(C1)OC(/N=C/N1CCOCC1)=C(C#N)C2c1ccccc1 (stereo not given)	1.2
Cc1ccc(NC2c3ncccc3C(=O)N2C2CCCCC2)cc1 (stereo not given)	-0.22
COC(=O)c1c[nH]n2c(=O)cc(CCl)nc12	-0.0027
COc1ccccc1N1CCN(C(=O)CN(c2ccc(C)c(C)c2)S(C)(=O)=O)CC1	0.13
O=C(Cn1cncn1)N/N=C/c1c2ccccc2cc2ccccc12	-0.027
Cc1ccc(-n2ncc3c(=O)[nH]c(SCC(=O)N4CCOCC4)nc32)cc1	2.2
CCC(CC)C(=O)OCC(=O)Nc1ccc(S(=O)(=O)N2CCOCC2)cc1OC	0.62
Cc1ccc(NCN2C(=O)C3C4C=CC(C4)C3C2=O)cc1 (stereo not given)	0.046
Cn1c(=O)c2c(=O)cc(NNC(=O)C(C)(C)C)[nH]c2n(C)c1=O	0.97
C=CCn1c(N)cc(=O)nc1SC(C)C(=O)Nc1cccc2ccccc12 (stereo not given)	0.48
CC1CCCCN1S(=O)(=O)c1ccc(NC(=O)c2cccs2)cc1 (stereo not given)	-1.6
CN1C(=O)c2ccc(C(=O)NC3CCCCC3)cc2C1=O	0.72
CCC(=O)Nc1ccc(N2CCN(Cc3ccccc3F)CC2)cc1	0.61
CNc1nc(-c2c[nH]c3ccccc23)cs1	0.3
CCCCCC#CCC#CCC#CCC#CCCCC(=O)O	-0.51
CC1CCCCN1C(=O)CSc1nc2cc3c(cc2c(=O)n1Cc1ccc2c(c1)OCO2)OCO3 (stereo not given)	-1.2
O=C(C1CCC1)N1CCc2cc(S(=O)(=O)NCc3ccco3)ccc21	-0.72
CCCn1c(CNC(=O)c2ccccc2)nc2ccccc21	-0.15
COC(Cc1n[nH]c(=S)n1-c1ccc(Cl)cc1)OC	-0.31
O=C(CCc1ccccc1)Nc1cccc(NC(=O)CCc2ccccc2)c1	-2.6
COc1ccc(CCNC(=O)Cn2cnc3c2c(=O)n(C)c(=O)n3C)cc1OC	-0.93
CC1CCN(S(=O)(=O)c2ccc(NC(=O)Cc3ccccc3)cc2)CC1	-5.9*
COC(=O)c1ccccc1NC(=O)C12CCC(C)(C(=O)O1)C2(C)C (stereo not given)	0.032
Cc1cc(C(=O)NC2CCCC2)on1	0.61
CCOc1ccc(-c2onc(C(F)(F)F)c2-c2cscn2)c(O)c1	-1.5
O=C(CSc1nnnn1C1CCCCC1)NCc1ccc2c(c1)OCO2	0.025
COC(=O)c1cccc(Nc2nc3ccccc3nc2C)c1	1.3
CCc1nnc(NC(=O)c2ccc(Cl)c(S(=O)(=O)N3CCc4ccccc43)c2)s1	-3.7
COc1cc2c(cc1OC)C1(CCCC1)C(N)=C2C#N	0.21
Clc1ccc(-n2ncc3c(NCc4cccs4)ncnc32)cc1	-0.017
Remaining list, next part
SMILES	Cav32 inh
CN(C)S(=O)(=O)c1ccc(C(=O)NCCSc2ccccc2)cc1	-0.26
CCOC1Cc2ccccc2N(C(N)=O)c2ccccc21 (stereo not given)	-0.35
COc1ccc(S(=O)(=O)NCC2CCC(C(=O)N3CCC4(CC3)OCCO4)CC2)cc1 (stereo not given)	0.3
CCOC(=O)c1c(N)sn(-c2ccccc2)c1=S	0.091
CCc1ccccc1NC(=O)/C(C#N)=C\c1ccc(Sc2ccccc2)o1	-3
CCn1c(SCC(=O)NCCc2ccccc2)nnc1-c1cccs1	0.13
COC(=O)c1cc(NC(=O)Nc2cccc(Cl)c2)ccc1Cl	0.014
O=C(O)CCC(=O)NCCn1c(-c2ccccc2)csc1=Nc1ccccc1	0.053
CS(=O)(=O)N1CCC(C(=O)Nc2cccc(C(F)(F)F)c2)CC1	0.42
O/N=C\c1cccn1-c1ccc(Br)cc1	-0.057
CC(CO)Nc1nc(SCc2ccccc2)nc2sc3c(c12)CCC3 (stereo not given)	-1.6
CCOC(=O)c1ccc2c(c1)n(CCO)c(C)[n+]2CC	-0.11
CCN(CC)CCNC(=O)Cc1nn(CC)c(=O)c2ccccc12	0.42

Screening results (PubChem BioAssay)
